Screening data deposited in PubChem BioAssay by Broad Institute.
ERAP1 HTS inh: human ERAP1 aminopeptidase inhibitors, primary screen, biochemical, single point, plate reader; recombinant ERAP1, Leu-AMC fluorescence, 60 min; inhibition, % at 10.7 µM; 0.15% of 340,000 active; AID 652197, 2013;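 active = mean replicate inhibition of at least 30%, or all replicates individually reaching that 30% level; inactive = mean below 30% and not every replicate reaching it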;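 note: 0% = neutral control wells and 100% = L-leucinethiol positive control wells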
ERp5 block: inhibitors of ERp5-driven insulin aggregation, primary screen, biochemical, turbidity, absorbance 650 nm, single point; 90 min; inhibition, % at 9.99 µM; 0.05% of 350,000 active; AID 651711, 2012;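 active = mean replicate inhibition above about 25%, with every replicate also reaching it, limit read from the data, passing the limit was not always enough; inconclusive = only one of those two criteria met; inactive = neither criterion met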
esBAF inh: Bmi1 luciferase reporter increase in mESCs, primary screen, esBAF inhibitor project, mouse ES cells, Bmi1 luciferase knock-in, single point. 24 h; 100% = twice the neutral-well signal. AID 602393, 2012. reporter increase, % at 12.5 µM. 2% of 350,000 active; in the data active = activation above about 40%; inconclusive = no clear call, values can overlap the other calls;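 note: 0% = median of the plate's neutral control wells and 100% = double that signal; a rise in the Bmi1 reporter signal indicates esBAF inhibition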
Xi reactivation: activators of inactive X chromosome reactivation, primary screen, imaging, XiGFP fibroblasts, GFP high-content imaging, set 2. XiGFP mouse fibroblasts, % GFP-positive cells imaging, 3 d; cells co-treated with 5-aza-dC sensitizer; scaled so ellipticine positive control = 100%. 0.055% of 360,000 active. AID 743238, 2013. activation, % at 7.58 µM;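 active = mean normalized replicate activation at least 10% and every replicate at or above 10%; inconclusive = only one of the two criteria met; inactive = mean below 10% and not all replicates reach 10%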;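 note: 0% = median of on-plate neutral control wells and 100% = ellipticine 6 µM median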
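Assay system – SV40-immortalized XiGFP fibroblast cells, line 68-5-11 · Buffer or medium – DMEM supplemented with 5-aza-dC as sensitizing agent · Dosing – one concentration, pinned · Benchmarks – positive control ellipticine, 6 µM final · Times – 3 days compound exposure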
E-sel inducer: E-selectin induction in HUVECs, primary screen, imaging, HUVEC, immunofluorescence imaging, single point. P16581. normalized: neutral wells 0, TNF-alpha wells 100. activation, % at 7.58 µM. 0.37% of 260,000 active. AID 686992, 2013;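 active = mean E-selectin-positive cell signal at least 10% of the positive control, reached in at least 60% of replicates, without over 20% cell loss; inconclusive = no rule given, readout overlaps actives, possibly toxicity-flagged; inactive = the rest, including those meeting only one limit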;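 note: in these data hits start at about 27%; measured in HUVEC primary endothelial cells; signal is the percent of cells scored E-selectin positive by PE staining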
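Material: HUVEC primary endothelial cells; Amount: 3,000 cells per well; Dosing: single concentration; Medium: EGM-2 growth medium on 0.1% gelatin-coated wells; Read-out basis: percent E-selectin-positive cells; Signal: immunofluorescence imaging; Control set: TNF-alpha, DMSO.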
S100A4 inh HTS: inhibitors of S100A4-myosin IIA peptide binding, primary screen, biochemical, fluorescence polarization, TAMRA-MyoIIA peptide | inhibition, % at 10.7 µM | 0.14% of 360,000 active | AID 652163, 2013;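 active = mean inhibition of at least 70% across replicates, with every replicate also reaching that level; inconclusive = mean inhibition reaches 70% but some replicates fall short; inactive = mean inhibition below 70%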
Target sequence (P26447 whole entry, looked up): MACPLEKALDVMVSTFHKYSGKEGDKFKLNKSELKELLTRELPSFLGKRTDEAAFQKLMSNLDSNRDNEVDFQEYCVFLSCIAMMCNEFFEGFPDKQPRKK
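Test system: S100A4 monomer protein. Medium: HEPES buffer with Ca2+, pH 7.2. Reagent: fluorescent myosin IIA peptide, 5 nM. Compound dosing: single-point compound testing. Timing: 5 min between mix addition and reading. Benchmarks: DMSO neutral and TFP positive wells.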
RAD52 anneal inh: RAD52 DNA annealing inhibitors, primary screen, biochemical, FRET, single point, set 2; DNA repair protein RAD52 homolog (Homo sapiens), P43351; recombinant RAD52 DNA annealing, FRET fluorescence; inhibition, % at 18.7 µM; 0.46% of 360,000 active; AID 651710, 2012;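 active = every replicate showing at least 50% inhibition; inconclusive = mean inhibition at least 50% but not in every replicate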
RAD54 branch: inhibitors of human RAD54 branch migration, primary screen, biochemical, fluorescence, single point. RAD54 Holliday junction branch migration, FAM/BHQ fluorescence. inhibition, % at 10.4 µM. 0.14% of 360,000 active;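 active = mean normalized replicate activity at least 40 and at least half of replicates scoring 40 or more; inconclusive = only one of the two criteria met; inactive = mean below 40 and under half of replicates reaching 40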;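 note: 0% = median of neutral control wells and 100% = median of positive control wells; inhibitors cause a drop in the FAM fluorescence signal; in these data hits start at about 50%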
Target sequence (Q92698 whole entry, looked up): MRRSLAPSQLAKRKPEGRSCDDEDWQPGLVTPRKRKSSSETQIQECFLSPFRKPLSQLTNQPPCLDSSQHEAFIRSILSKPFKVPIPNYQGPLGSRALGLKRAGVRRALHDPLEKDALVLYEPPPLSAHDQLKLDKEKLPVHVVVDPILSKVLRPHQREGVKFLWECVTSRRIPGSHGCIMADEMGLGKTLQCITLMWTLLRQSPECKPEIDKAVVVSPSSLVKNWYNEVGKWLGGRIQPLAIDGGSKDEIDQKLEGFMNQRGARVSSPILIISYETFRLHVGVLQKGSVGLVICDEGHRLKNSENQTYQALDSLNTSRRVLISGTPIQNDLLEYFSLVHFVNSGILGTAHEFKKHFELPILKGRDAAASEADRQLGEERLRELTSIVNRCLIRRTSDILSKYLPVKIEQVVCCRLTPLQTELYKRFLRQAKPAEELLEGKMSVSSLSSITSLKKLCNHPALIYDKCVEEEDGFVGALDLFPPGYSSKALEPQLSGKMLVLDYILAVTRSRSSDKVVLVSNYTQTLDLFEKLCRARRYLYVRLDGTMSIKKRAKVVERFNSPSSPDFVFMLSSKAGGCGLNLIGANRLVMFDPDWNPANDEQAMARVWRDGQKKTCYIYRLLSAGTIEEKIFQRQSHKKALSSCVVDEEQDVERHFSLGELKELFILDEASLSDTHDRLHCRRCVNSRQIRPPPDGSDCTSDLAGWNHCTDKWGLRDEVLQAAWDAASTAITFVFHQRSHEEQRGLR
* hit, by the source's call; ? = inconclusive; . = no result given; & = joins results of further samples.

Every second line gives: ERAP1 HTS inh, S100A4 inh HTS, RAD54 branch, Xi reactivation, ERp5 block, E-sel inducer, esBAF inh, RAD52 anneal inh
- COc1ccc(NC(=O)Nc2ccc3c(c2)[C@H]2C[C@@H](CC(=O)N(C)C)O[C@H](CO)[C@H]2O3)cc1
    1.3, 0.7, 2.3, -0.1, 0.1, -0.5, -1.1, -14.6
- O=C(COC(=O)[C@H](Cc1ccccc1)NC(=O)c1cccs1)Nc1cc(F)ccc1F
    1.6, -4.7, ., 0.0, -7.4, ., -1.8, -11.1
- CCOC(=O)NC(O)C(=O)c1ccc(F)cc1 (stereo unspecified)
    -6.2, -1.9, ., 0.1, 2.5, ., ., -4.7
- C[C@@H]1CN([C@H](C)CO)C(=O)CCCn2cc(nn2)CO[C@H]1CN(C)C(=O)Nc1ccc(-c2cccs2)cc1
    -3.1&-4.1, -0.1&-1.4, -2.6&1.3, 0.1&0.2, 0.7&1.0, 0.1, 7.3&1.6, -2.7&11.5
- COc1ccc(/C=N/OCC(=O)OCC(=O)N(C)c2ccccc2)cc1
    1.2, -0.5, 11.9, 0.6, 1.7, 0.7, -0.2, -5.4
- C[C@H]1CN([C@@H](C)CO)C(=O)c2ccccc2-c2ccccc2CO[C@H]1CN(C)C(=O)[C@@H](Cc1ccccc1)N(C)C
    -0.4, 8.3, 2.2, ?, -4.5, 0.1, 22.1, 9.5
- Cc1nn(-c2ccccc2)nc1CNC(=O)C(C)Cc1ccccc1 (stereo unspecified)
    -3.1, -7.3, -9.1, -0.3, 2.4, 0.1, 4.0, -15.7
- Cc1nn(C)cc1S(=O)(=O)NC1CCCC1
    -2.2, 2.1, ., 4.2, 5.2, ., ., -15.4
- Cc1ccc(NC(=O)CN2C(=O)CSc3ccc(S(=O)(=O)N4CCCCC4)cc32)cc1
    -3.6, 19.1, 0.3, 0.1, 0.2, ., -1.8, -15.8
- CC1=NN2C(=N)/C(=C\c3cc(C)n(-c4cccc(C)c4)c3C)C(=O)N=C2S1
    -0.5, 4.3, -1.2, 0.1, 0.6, 13.0, 7.7, -55.1
- N#C/C(=C\c1ccc(OCc2ccc(Cl)cc2)cc1)C(=O)Nc1cccc(C(=O)O)c1
    -4.8, -1.4, 1.1, -0.1, 1.3, ., ., -0.2
- N#Cc1cccc(NC(=O)CSc2nnc(C3CC3)n2C2CC2)c1
    -0.6, 6.2, -9.6, 0.5, 6.2, ., 14.5, -9.6
- CCc1noc(C)c1C(=O)Nc1nc2ccc(S(C)(=O)=O)cc2s1
    5.2, -5.3, 3.1, -0.1, 4.8, ., 26.9, -14.0
- C=CCn1cc(/C=N/N2C(=O)C3C4C=CC(C4)C3C2=O)c2ccccc21 (stereo unspecified)
    0.9, -0.5, 4.4, 0.0, 0.3, ., ., -71.2
- CCN(CC)c1ccc(NC(=O)c2nc3nc(C)cc(C(F)F)n3n2)cc1
    7.0, -5.2, -1.5, 0.3, 0.3, ., 7.6, 0.9
- Cc1ccc(S(=O)(=O)N(C)C[C@@H]2Oc3ncc(-c4ccncc4)cc3C(=O)N([C@@H](C)CO)C[C@@H]2C)cc1
    2.9, 19.1, 4.8, ., -2.1, ., -0.4, -7.8
- COc1ccc(C(=O)N/N=C(\C)CC(=O)Nc2ccc(N(C)C)cc2)c(OC)c1
    10.7, -8.8, -6.9, 0.0, 0.9, -0.1, 9.9, 2.1
- Clc1ccccc1-c1nc(-c2ccncc2)no1
    -1.6&-1.5, -4.6&0.3, -8.2&2.5, 0.0&0.9, 1.9&-1.4, -0.5&-0.2, 12.6&22.4, -1.8&-2.5
- COc1c(C)cc(C(=O)C2CCCN(C(=O)c3snnc3C)C2)cc1C (stereo unspecified)
    -1.0, -3.2, ., 0.1, ?, -0.2, ., -11.4
- COc1cc(C)cc2oc(=O)c(CC(=O)N3CCN(C(=O)C4COc5ccccc5O4)CC3)c(C)c12 (stereo unspecified)
    1.5, -0.3, -7.1, 0.1, 5.7, -0.2, -6.0, -9.4
- C[C@@H]1CN([C@@H](C)CO)C(=O)c2cc(NC(=O)Nc3ccccc3)ccc2O[C@@H](C)CCCCO[C@@H]1CN(C)S(=O)(=O)c1cccs1
    1.2, -2.3, 3.5, -0.1, 1.7, ., -4.4, -5.5
- CC=Cc1ccc2n(c1=O)C[C@H]1[C@H](CO)[C@@H](C(=O)NCCC)[C@@H]2N1CCC(F)(F)F (mixture of isomers)
    0.3, 4.7, -30.3, 0.0, -4.2, 0.1, -2.2, 2.9
- O=C(Nc1ccccc1Br)C1CC(=O)N(c2ccc3c4c(cccc24)CC3)C1 (stereo unspecified)
    6.5, -30.5, ., 0.0, 1.8, 3.5, ., -12.5
- C[C@H](CO)N1C[C@H](C)[C@@H](CN(C)Cc2ccncc2)Oc2ccc(NC(=O)Nc3ccc(C(F)(F)F)cc3)cc2CC1=O
    -1.1, 1.8, -6.0, 0.8, 4.7, ., -3.9, 13.9
- CC(C)CN(C(=O)c1cccc(Cl)c1)c1c(N)n(CC(C)C)c(=O)[nH]c1=O
    -2.7, -0.7, 1.4, -0.1, 4.2, -0.1, -1.4, -13.5
- O=C(NCc1ccco1)c1ccc(CS(=O)Cc2cccc(Cl)c2)o1 (stereo unspecified)
    -4.4, 0.4, -5.2, 0.3, -0.3, ., 0.0, -13.8
- CN(C)c1ccc(CNc2ncn[nH]2)cc1
    -3.5, 3.8, ., 0.1, 0.0, 6.1, ., -13.4
- COC(=O)c1cc(NC(=O)CSc2ncn[nH]2)ccc1Cl
    -0.5, -0.3, 24.2, 0.2, 0.5, -0.1, 1.4, 9.7
- O=C(CSc1ncnc2c1oc1ccccc12)Nc1nccs1
    -1.6, 2.3, -12.8, 0.2, 2.9, 0.4, 2.0, -58.2
- O=C(NCc1ccco1)C1CC(c2ccc(Cl)cc2)=NO1 (stereo unspecified)
    -0.8, 0.0, 6.8, -0.2, 4.6, ., 9.2, -7.7

Further results
Every second line gives: ERAP1 HTS inh, S100A4 inh HTS, RAD54 branch, Xi reactivation, ERp5 block, E-sel inducer, esBAF inh, RAD52 anneal inh
- CC1CC(C)CN(C(=O)CSc2ncnc3sccc23)C1 (stereo unspecified)
    1.3, -1.9, -6.1, 0.1, -8.1, ., -2.7, -51.5
- CCc1ccc(-c2cc(C)no2)cc1S(=O)(=O)Nc1cccc(CN2CCCC2)c1
    -3.1, 1.0, -16.2, 0.0, 4.4, ., -1.4, -5.8
- CCC(=O)N1C[C@H](C)[C@H](OC)CN(C)C(=O)c2cc(NC(=O)Nc3ccccc3)ccc2OC[C@@H]1C
    ., 1.6, -12.6, -0.1, 1.0, 0.0, -0.4, 18.6
- C[C@H](CO)N1C[C@H](C)[C@@H](CN(C)CC2CCCCC2)Oc2ccc(NC(=O)CCN3CCOCC3)cc2C1=O
    2.3&-1.9, 3.8&4.8, -1.7&-5.0, -0.1&0.0, -1.5&1.7, 0.0&0.4, 0.3&7.8, -4.6&-13.7
- CC(=O)Nc1ccc(S(=O)(=O)N2CCC(N3CCCCC3)CC2)cc1
    -0.6, -5.0, 9.7, 0.2, -3.6, 0.0, -3.4, -4.2
- O=C(NCc1cccc(Cl)c1)c1ccc(-n2cncn2)c2ccoc12
    -3.9, -5.2, -2.7, 0.0, 4.3, 0.5, 8.2, -5.4
- COc1ccc(/C=C2\SC(=S)N(CCCC(=O)Nc3ccc(C(=O)O)cc3)C2=O)cc1OC
    9.3, 13.0, 0.3, 0.1, -0.4, ., -0.2, -172.6
- Fc1ccc(CSc2ccc(-c3cccs3)nn2)cc1
    -2.5, 7.5, -21.3, 0.3, -4.7, 1.5, 69.2*, -7.6
- C[C@@H](O)C#Cc1ccc([C@H]2[C@H](CO)N3CCCCN(CC4CC4)C[C@@H]23)cc1
    -0.1, -0.7, -10.4, 0.0, -1.6, 0.1, -1.9, 0.6
- Cc1noc(C)c1NC(=O)Nc1ccc2c(c1)C(=O)N([C@@H](C)CO)C[C@H](C)[C@@H](CN(C)C(=O)Nc1c(C)noc1C)OCCCC[C@H](C)O2
    -2.3, 2.6, 9.5, 0.1, 1.9, 1.4, 1.0, 0.9
- COc1cc2c(cc1OC)C(C1C(=O)CCCC1=O)N(C(=O)CCl)CC2 (stereo unspecified)
    0.3, -9.2, -5.9, 0.2, 1.7, ., -3.7, -5.2
- Cc1nc(Cl)c(S(N)(=O)=O)c(C)c1Cl
    2.8, -2.5, ., 0.0, 1.5, ., ., -4.2
- O=C(NC(=S)Nc1cccc(F)c1)c1cccc([N+](=O)[O-])c1
    -3.3, 7.0, ., 0.1, -3.1, -0.1, 19.8, -16.1
- Cc1ccc2ncccc2c1
    -1.6, -3.6, -4.4, ., -3.8, ., -3.0, -4.2
- CN(CCOc1ccc(Cl)cc1)C(=O)C1=CC=CN2CCS(=O)(=O)N=C12
    0.4, -4.4, 4.6, 1.7, 4.4, ., -6.5, -14.4
- COc1ccc(S(=O)(=O)N2CCC(C(=O)NC3CC3)CC2)cc1OC
    -0.3, -0.4, -9.0, -0.1, 6.6, -0.6, ., -6.0
- Cc1ccc(C)c(N2N=C(C(=O)Nc3nccs3)CCC2=O)c1
    -4.0, -11.4, -13.1, 0.0, -2.8, 9.4, -3.1, -14.1
- COc1ccc(S(=O)(=O)N2CCOCC2)cc1NC(=O)c1cccc2c(=O)c(C)c(-c3ccccc3)oc12
    0.0, 17.3, -7.2, -0.1, 8.1, 0.3, 0.5, -18.6
- Cc1ccc(C(Nc2ccccc2)c2ccc3ccc(C)nc3c2O)c(C)c1 (stereo unspecified)
    -1.8, 1.7, ., 0.1, 6.8, -0.2, ., -15.1
- COc1ccc(C(CCN2CCCCC2)c2c(OC)cc(OC)c3c(-c4ccccc4)cc(=O)oc23)cc1 (stereo unspecified)
    14.1, -0.3, 11.2, 0.0, 5.7, -0.1, 11.4, 33.9
- COc1ccc(S(=O)(=O)N(C)C[C@H]2Oc3ccc(NC(=O)CCCCCC(=O)Nc4ccccc4N)cc3C(=O)N([C@H](C)CO)C[C@@H]2C)cc1
    -0.4, 3.3, ., 0.3, -1.4, 0.0, ., -56.7
- COc1ccc(NC(=O)C(=S)NC2CCCCC2)cc1
    -0.4, -0.8, -1.8, 0.0, 3.2, 6.0, 35.8, -24.0
- C(=C\c1ccccc1)/CNn1cnnc1
    1.3, 0.3, 0.1, 0.1, 1.0, 0.4, 4.2, -12.0
- CCc1ccc(S(=O)(=O)Nc2ccccn2)cc1
    4.7, -0.7, 3.7, 0.0, 3.3, 0.5, -3.3, -6.6
- CN1[C@@H](CO)[C@@H]2c3ccccc3N(C(=O)Nc3ccccc3F)C[C@@H]21
    3.2, -3.5, -8.6, 0.2, -1.7, 0.0, 15.6, -1.2
- O=C(C1CCN(S(=O)(=O)c2cccc3nsnc23)CC1)N1CCCCC1
    -0.2, 3.3, -5.7, 0.2, ., 0.3, -1.4, -14.4
